High-throughput results: PubChem BioAssay, several laboratories
Tb hexokinase: blocks Trypanosoma brucei hexokinase 1 activity | inhibition, % at 10 µM | 0.11% of 220,000 active | AID 1430 | recombinant TbHK1, G6PDH-coupled NADH A340;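 active means inhibition of 50% or more in the single-dose primary screen; inactive means inhibition below 50%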
NCF1 inh: p47phox (human) inhibition; 0.53% of 220,000 active; P14598; p47phox/p22phox peptide binding, fluorescence polarization, 2 h; AID 1274; inhibition, % at 24.7 µM;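 active means inhibition above about 30%, limit read from the data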;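 further: 0% = p47phox with labelled peptide and 100% = labelled peptide alone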
Target sequence (P14598 whole entry, looked up): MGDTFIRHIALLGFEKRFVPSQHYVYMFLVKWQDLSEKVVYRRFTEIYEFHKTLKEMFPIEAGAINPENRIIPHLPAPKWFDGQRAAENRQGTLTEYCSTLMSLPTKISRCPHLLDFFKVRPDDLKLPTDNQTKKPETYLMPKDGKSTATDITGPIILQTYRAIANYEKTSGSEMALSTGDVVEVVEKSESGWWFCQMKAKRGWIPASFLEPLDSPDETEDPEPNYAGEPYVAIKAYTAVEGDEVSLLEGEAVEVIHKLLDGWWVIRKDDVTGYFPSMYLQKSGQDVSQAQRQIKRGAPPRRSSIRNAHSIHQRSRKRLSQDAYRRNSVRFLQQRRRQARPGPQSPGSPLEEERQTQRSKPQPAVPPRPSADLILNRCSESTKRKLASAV
Runt-CBFb FRET: inhibitors of human RUNX1 Runt domain binding to CBFb. inhibition, % at 20 µM. 0.46% of 220,000 active. AID 1496. Q01196+Q13951. Cerulean-Runt/Venus-CBFb FRET ratio 530/480, 1 h;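 active means inhibition over about 50% at 20 µM in the single-dose screen, limit read from the data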;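 further: 0% = DMSO wells and 100% = excess unlabeled CBFb competitor control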
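Measured by: fluorescence energy transfer, 422 nm excitation, 530/480 nm emission; Assay system: Cerulean-Runt domain; Medium: Tris pH 7.5 buffer with BSA; Measure: loss of energy transfer signal; Controls: 5 µM unlabeled CBFb as full-inhibition high control; Incubation: protein complex preformed 1 h, compound exposure 1 h, room temperature, dark.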
EBV gp42 inh: inhibitors of Epstein-Barr virus glycoprotein 42; Fluorescence polarization binding assay, mP read-out; 0.42% of 220,000 active; inhibition, % (tested at 21.74 µM); Q1HVG2; in the data active means inhibition above about 50%
Target sequence (Q1HVG2 whole entry, looked up): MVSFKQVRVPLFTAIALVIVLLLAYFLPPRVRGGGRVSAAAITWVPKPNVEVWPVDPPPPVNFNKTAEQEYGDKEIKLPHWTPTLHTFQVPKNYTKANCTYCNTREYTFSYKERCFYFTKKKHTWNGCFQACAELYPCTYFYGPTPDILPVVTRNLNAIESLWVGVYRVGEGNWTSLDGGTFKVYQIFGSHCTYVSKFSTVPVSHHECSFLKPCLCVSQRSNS
zVAD death inh: L929 zVAD cell death inhibition. L929 zVAD necroptosis rescue, ATP luminescence, 24 h; with zVAD 60 µM. viability rescue, % at 10 µM. 0.38% of 220,000 active;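 active means activation, scaled between plate controls, above about 75%, limit read from the data; inactive means activation under that limit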;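 further: 0% = zVAD with DMSO and 100% = DMSO alone without zVAD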
Mdm2 ligase inh: inhibitors of human Mdm2 E3 ubiquitin ligase. Q00987. AID 1230. 0.11% of 210,000 active. signal enhancement, % at 5 µM. cell-based MDM2 ubiquitination luciferase reporter, 2 h; 0 = plate control, 100 = twice control, blank-subtracted;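 active means signal enhancement of 30% or more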;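 further: luminescence tracks abundance of the self-degrading MDM2-luciferase fusion protein; higher signal means inhibition of MDM2 E3 ligase activity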
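Test system: stable mammalian line carrying autodegrading MDM2–luciferase fusion reporter; quantity: 2000 cells in each well; times: 4 h cell settling then 2 h compound exposure, 37 °C; detection: luminescence with SteadyLite reagent, 15 min at room temperature; evaluation: percent signal gain over controls, blank-subtracted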
Hck Nef HTS: human Hck-Nef kinase inhibition. AID 463187. inhibition, % at 20 µM. P08631. 0.68% of 220,000 active. Recombinant Hck-YEEI plus Nef, Z-Lyte FRET kinase assay;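 active means Hck-Nef kinase inhibition above about 50%, limit read from the data; inactive means inhibition below that limit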;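 further: 0% = DMSO with Hck plus Nef and 100% = Hck alone without Nef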
Runt-SMMHC FRET: blocks binding of human RUNX1 Runt domain to CBFb-SMMHC | inhibition, % at 20 µM | 0.74% of 220,000 active | Q01196+Q13951 | Cerulean-Runt/Venus-CBFb-SMMHC FRET ratio 530/480, 1 h;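 active means mean inhibition across duplicate retests at 20 µM reaching about 50%, limit read from the data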;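 further: 0% = DMSO wells and 100% = wells with excess untagged CBFb-SMMHC; inhibitors lower the FRET ratio by blocking Runt binding to CBFb-SMMHC; some results filed as inactive read as strong as hits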
14-3-3 Bad PPI: disrupts binding of bovine 14-3-3 zeta to phospho-Bad peptide. P63103. TR-FRET 14-3-3zeta/Dy647-pBad peptide displacement, 1 h. inhibition, % at 21.7 µM. 0.71% of 220,000 active. AID 781;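 active means inhibition above about 70%, limit read from the data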;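 further: 0% = full 14-3-3 plus peptide FRET controls and 100% = background without 14-3-3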
Target sequence (P63103 whole entry, looked up): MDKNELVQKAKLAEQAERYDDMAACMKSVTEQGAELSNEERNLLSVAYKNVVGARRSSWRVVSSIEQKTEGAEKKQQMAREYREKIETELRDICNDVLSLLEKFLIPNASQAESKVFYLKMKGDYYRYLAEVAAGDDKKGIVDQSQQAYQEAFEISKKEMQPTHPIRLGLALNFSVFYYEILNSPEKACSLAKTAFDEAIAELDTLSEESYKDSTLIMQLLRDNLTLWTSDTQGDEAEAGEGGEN
* marks the source's active call; other numbers are inactive results; / = no result given; [ ] = remark or other dose.

The line under a structure holds: Tb hexokinase	NCF1 inh	Runt-CBFb FRET	EBV gp42 inh	zVAD death inh	Mdm2 ligase inh	Hck Nef HTS	Runt-SMMHC FRET	14-3-3 Bad PPI
> CC(C)Cc1ccc(/C=C/C(=O)N2CCCCC2)cc1
  6	8	-13	3	3.1	-7	21	-6	-13
> O=C(NN1C(=O)/C(=C/c2cccnc2)SC1=S)C(c1ccccc1)c1ccccc1
  -10	-24	-5	-11	0.2	-8	-1	-5	-8
> CC(=O)Nc1cc(NC(C)=O)c(N=Nc2ccccc2)cc1C
  -27	-6	-1	-54	0.2	-16	13	-2	0
> S=c1oc(-c2ccncc2)nn1CCc1ccncc1
  -8	-24	-1	-18	0.2	4	0	0	-5
> CN(c1ccc(F)cc1)S(=O)(=O)c1ccc(Cl)c(C(=O)OCC(=O)NCc2ccco2)c1
  8	-15	0	-4	-2.2	-2	13	2	-4
> CC(C)(C)c1nnc(NC(=O)CCn2cnc3ccccc3c2=O)s1
  5	-2	1	-6	1.1	-6	13	0	-10
> Cc1ccccc1CN1C(=O)C(O)(CC(=O)c2ccncc2)c2ccccc21 (centres undefined)
  1	-1	-2	-6	-0.1	28	2	-1	-1
> COc1ccc(CCNc2oc(COc3ccc(F)cc3)nc2C#N)cc1
  6	-7	-3	-7	0.2	/	3	4	-9
> CC1=CC(c2ccccc2)n2nc(NC(=O)CCC(=O)O)nc2N1 (centres undefined)
  -10	-12	8	-18	-0.4	-13	11	20	1
> O=C(c1ccccc1)c1c(O)nc(-c2ccccc2)n(-c2ccccc2)c1=O
  6	-17	-2	8	0.2	-3	7	6	-19[fluorescence artefact?]
> COC(=O)C1=CN(C(C)C)C=C(C(=O)OC)C1c1cc2c(cc1Br)OCO2
  -5	-18	12	-8	-0.2	-7	15	118*	-15
> N#C/C(=C\c1cccs1)C(=O)c1ccccc1Cl
  1	-31	36	-16	0.3	-21	28	32	-4
> Cc1ccc(-c2n[nH]c(=S)n2/N=C/c2cc3c(cc2[N+](=O)[O-])OCO3)cc1
  -5	-1	23	1	0.5	-17	-12	30	20[fluorescence artefact?]
> CC(=O)Oc1ccccc1N1C(=O)c2ccc(C(=O)O)cc2C1=O
  1	-29	0	-20	0.6	-15	0	-1	-6
> CCN(CC)S(=O)(=O)c1ccc(NC(=O)CN(c2cccc(F)c2)S(C)(=O)=O)cc1
  1	-1	2	7	0.1	-2	1	-1	6
> COc1cccc(NC(=O)NCCCN2CCN(c3ccc(F)cc3)CC2)c1
  2	-8	-3	-4	0.1	-3	0	1	-5
> Cc1ccc(/C=C/c2nc3ccccc3c(=O)n2CCc2ccccc2)cc1
  -1	-12	3	-7	-0.1	-5	5	0	4
> c1ccc(N(c2ccccc2)c2nc(N3CCCC3)nc(-n3ccnc3)n2)cc1
  5	6	1	11	0.1	-26	2	4	11
> O=C(COc1cccnc1[N+](=O)[O-])NCc1ccc2c(c1)OCO2
  -10	7	1	-15	1.1	/	24	-6	-4
> COc1ccc(/C(C)=N/OCC(=O)N2CC3(C)CC2CC(C)(C)C3)cc1 (centres undefined)
  0	-1	-6	7	0.1	-4	-3	3	7
> Cc1ccc(-c2[nH]c(=O)n3ccncc23)s1
  -9	-21	/	28	-0.2	-12	-1	/	64
> O=C(CSc1nnnn1-c1ccccc1)N1CCN(C(=O)c2ccco2)CC1
  6	2	0	-3	-0.3	-11	3	1	2
> Cc1ccc(NC(=O)COC(=O)CC2CCCC2)cc1Cl
  28	-8	0	-2	1.6	4	14	-5	0
> COc1cccc(/C=N/NC(=O)CNC(=O)c2ccc3c(c2)OCCO3)c1O
  -7	-5	4	-8	9.2	-15	1	16	5
> COc1cc(/C=C2\SC(=S)N(C(C(=O)O)c3ccccc3)C2=O)ccc1O (centres undefined)
  -18	-212	-52	-66	0.0	-4	10	-162	7
> O=C(CN(Cc1ccco1)C(=O)CCC(=O)Nc1nccs1)NCc1ccccc1
  6	-17	-2	1	-0.1	5	6	7	-9
> CCC(=O)Nc1ccc(Cl)c(NC(=O)c2c(OC)cccc2OC)c1
  7	6	2	13	0.0	0	-16	-6	4
> Cc1cccc(CC(=O)NCCn2c(C)cc3ccccc32)c1
  6	-4	-2	6	-0.6	-4	27	-28	-7
> CN1C(=O)/C(=C/c2ccccc2OCc2ccccc2)NC1=S
  5	-5	27	-2	0.7	-2	4	49	0
> CCCCCC(=O)Nc1nc(C)c(-c2csc(Nc3ccccc3OCC)n2)s1
  -9	-31	7	-13	4.0	-14	-1	-4	10
> C=CC(=O)NCC1OCCc2ccccc21 (centres undefined)
  0	4	/	-18	1.9	-7	17	/	-10
> COc1ccc(OCC(=O)N2CCN(C(=O)c3ccc([N+](=O)[O-])cc3)CC2)cc1
  2	1	5	-18	3.9	-1	17	-2	-4
> CN1CCN(NC(=O)c2ccc(Br)s2)CC1
  -7	-3	2	-10	-0.4	/	23	3	-2
> O=C(COC(=O)c1ccccn1)Nc1nccs1
  2	-5	-1	-13	1.4	-4	2	1	3
> O=c1cc(O)c2c(=O)[nH]c(=O)n(-c3ccccc3)c2[nH]1
  -6	-14	-2	-11	2.6	-10	1	2	3
> Cc1cc(Cl)ccc1NC(=O)CSc1nnc(-c2ccncc2)n1Cc1ccco1
  -5	-15	24	-19	1.1	-8	1	17	10
> C=CCc1cccc2ccc(=O)oc12
  -6	-9	2	-5	-0.7	4	8	2	2
> COc1cc(/C=N/NC(=O)CSc2ccccn2)ccc1O
  -25	-4	4	3	1.2	0	14	-2	-7
> Cc1ccc(COc2ccsc2C(=O)O)cc1
  8	4	-1	1	1.4	-20	-8	-3	0
> COc1cc(/C=N/NC(=O)c2cc(C)oc2C)cc(OC)c1OC
  -12	3	0	-13	47	-5	42	-2	-16
> CCOC(=O)c1[nH]c2ccc(OCC)cc2c1NC(=O)CN1CCC2(CC1)OCCO2
  -9	-11	1	-14	-0.1	-6	2	5	7
> CCOC(=O)C1=NN(C(=O)Cc2ccccc2)C(O)(c2ccc(Cl)cc2)C1 (centres undefined)
  3	-7	1	5	0.3	-1	5	3	1[fluorescence artefact?]
> COc1ccc(C(=O)Nc2ccc(OCC(F)(F)C(F)F)c(C(F)(F)F)c2)cc1OC
  -1	-17	-3	-12	1.5	-9	0	-5	1
> CC(=O)N(Cc1ccco1)Cc1cc2cccc(C)c2n2nnnc12
  2	0	6	-2	0.3	-15	24	5	-18
> O=C(Nc1nc2n(n1)C(c1ccccc1)CC(c1ccc(Cl)cc1)N2)c1ccco1 (centres undefined)
  -4	-4	1	2	0.4	-18	1	2	-3
> CCOc1ccc(NC(=O)Nc2cc(C)ccc2F)cc1
  22	-11	7	5	2.9	-7	-11	-1	-1
> Nc1nc(NC(=O)/C=C/c2ccc(F)cc2)nn1-c1ccccc1
  -6	-4	1	2	10	-5	-1	3	-9
> Cc1c(C(=O)NC(C)C)oc2c1-c1[nH]ncc1CC2
  3	-19	0	-3	4.7	/	3	-1	-9
> CC(c1ccco1)N(C(=O)C12CC3CC(CC(C)(C3)C1)C2)c1ccccn1 (centres undefined)
  1	3	2	-1	1.4	17	0	-4	1
> COC(=O)COc1ccc(C(=O)OC)cc1
  -2	-6	2	-9	-0.1	-2	1	-1	5[fluorescence artefact?]

Two entries from above in another layout:
O=C(Nc1nc2n(n1)C(c1ccccc1)CC(c1ccc(Cl)cc1)N2)c1ccco1 (centres undefined)
  Tb hexokinase = -4
  NCF1 inh = -4
  Runt-CBFb FRET = 1
  EBV gp42 inh = 2
  zVAD death inh = 0.4
  Mdm2 ligase inh = -18
  Hck Nef HTS = 1
  Runt-SMMHC FRET = 2
  14-3-3 Bad PPI = -3
CCOc1ccc(NC(=O)Nc2cc(C)ccc2F)cc1
  Tb hexokinase = 22
  NCF1 inh = -11
  Runt-CBFb FRET = 7
  EBV gp42 inh = 5
  zVAD death inh = 2.9
  Mdm2 ligase inh = -7
  Hck Nef HTS = -11
  Runt-SMMHC FRET = -1
  14-3-3 Bad PPI = -1

More compounds
The line under a structure holds: Tb hexokinase	NCF1 inh	Runt-CBFb FRET	EBV gp42 inh	zVAD death inh	Mdm2 ligase inh	Hck Nef HTS	Runt-SMMHC FRET	14-3-3 Bad PPI
> COc1ccc([N+](=O)[O-])cc1NC(=O)C(C)OC(=O)c1cccnc1Cl (centres undefined)
  -12	-12	0	-13	0.9	0	21	-6	-1
> Nc1nc(SCC(=O)NNc2c(Cl)cc(Cl)cc2Cl)n[nH]1
  4	3	1	-5	0.5	11	4	4	-3
> COCCCNC(=O)CCCn1c(=O)c2ccccc2n(CC(=O)Nc2c(C)cc(C)cc2C)c1=O
  -7	-4	-1	-10	/	-7	-17	-2	-4
> Cc1ccc(C(=O)OCC(=O)Nc2ccccc2Sc2ccccc2)cc1C
  38	-3	-3	4	0.4	-3	1	1	-3
> CCOc1ccc(C(=O)Nc2ccc(-c3nc4ccccc4[nH]3)cc2)cc1[N+](=O)[O-]
  -24	12	-2	6	2.0	-13	78*	-6	66
> CCn1cnc2cc([N+](=O)[O-])ccc21
  -10	-2	1	-13	2.8	-5	25	1	3
> O=C1CC(=O)N(CCc2ccc(F)cc2)C(=O)N1
  6	-21	3	-31	0.1	-7	1	2	31[fluorescence artefact?]
> O=C(N/N=C/c1cc([N+](=O)[O-])ccc1O)c1cc(-c2ccccc2)nc2ccccc12
  5	-22	-9	-4	48	-15	-1	-20	4[fluorescence artefact?]
> CC1(C)NC(=O)N(CC(=O)O)C1=O
  5	9	-1	7	-0.1	-14	5	1	21[fluorescence artefact?]
> CCOC(=O)c1sc(NC(=O)C(C)C)c(C#N)c1C
  -5	-2	38	-11	4.4	-3	37	12	-5
> C/C(CC(=O)Nc1cccnc1)=N\NC(=O)C(=O)NC(C)C
  -2	0	-2	-9	2.1	-15	10	-6	2
> N#CCc1nc(-c2cc3ccccc3oc2=O)cs1
  -26	-3	3	0	1.4	-13	20	0	-3
> Cc1ccc(CNC(=O)CCNC(=O)Cn2ccc3ccccc3c2=O)cc1
  -2	-17	-3	-12	-0.4	-7	0	-1	14
